hgDAF-12 ag – agonists of H. glycines DAF-12 nuclear receptor | 370,000 compounds, 1.8% hits | activation, % at 6.8 µM | HEK293 GAL4-hgDAF12 UAS-luciferase reporter, agonist luminescence; normalized to butyrate control | AID 687014;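 active = activation above a cutoff set at the mean of all screened compounds plus 3 SD, cut at about 10% in these data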;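 also: 0% = DMSO wells and 100% = sodium butyrate wells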
Rev-erbA mod – modulators of human Rev-erb alpha DNA binding; P20393; Rev-erbα–FITC-DNA binding, fluorescence polarization, 90 min; activity, % at 10 µM; 370,000 compounds, 0.79% hits; AID 1259318;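 active = activity above about 14%, limit read from the data; passing the limit was not always enough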;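 also: 0% = DMSO wells with 35 nM protein and 100% = DMSO wells with 750 nM protein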
Target sequence (P20393 whole entry, looked up): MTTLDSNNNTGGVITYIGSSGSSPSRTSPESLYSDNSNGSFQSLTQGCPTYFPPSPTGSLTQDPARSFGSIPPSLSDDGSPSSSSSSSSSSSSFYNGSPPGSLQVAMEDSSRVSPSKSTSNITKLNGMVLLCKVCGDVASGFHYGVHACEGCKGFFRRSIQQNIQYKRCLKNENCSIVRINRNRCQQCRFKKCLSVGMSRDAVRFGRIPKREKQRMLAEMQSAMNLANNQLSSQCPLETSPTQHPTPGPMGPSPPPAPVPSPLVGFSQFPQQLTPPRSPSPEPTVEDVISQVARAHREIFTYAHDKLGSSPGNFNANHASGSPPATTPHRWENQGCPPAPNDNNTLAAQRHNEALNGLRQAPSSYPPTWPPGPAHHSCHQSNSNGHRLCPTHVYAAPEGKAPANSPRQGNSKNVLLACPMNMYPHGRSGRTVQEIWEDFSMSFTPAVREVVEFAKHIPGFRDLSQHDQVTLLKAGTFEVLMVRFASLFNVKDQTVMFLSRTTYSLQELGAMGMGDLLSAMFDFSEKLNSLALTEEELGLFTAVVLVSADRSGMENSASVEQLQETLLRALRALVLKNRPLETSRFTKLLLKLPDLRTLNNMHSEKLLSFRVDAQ
ADAM17 inh – inhibitors of human ADAM17. P78536. recombinant ADAM17, EDANS/DABCYL FRET peptide cleavage. inhibition, % at 6.95 µM. 370,000 compounds, 0.83% hits. AID 720648;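 active = inhibition above the mean of compounds lying between control limits plus 3 SD, set per campaign, cut at about 8.5% in these data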;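 also: 0% = DMSO-only wells as the low control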
PLCb3 inh – blocks human PLC-beta3 enzyme activity | Purified PLC-beta3, fluorogenic substrate, fluorescence | inhibition, % at 12.2 µM | 370,000 compounds, 0.18% hits; in the data active = inhibition above about 11%;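 also: 0% = median of compound wells on plate and 100% = full blocker control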
ssDAF12 agonist – S. stercoralis DAF-12 activation, primary screen | HEK293 ssDAF-12/GRIP1 lit1-tk-luc reporter, luminescence; % of 3 µM dafachronic acid response | activation, % at 6.8 µM | 370,000 compounds, 1% hits;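 active = activation above the mean over all tested compounds plus 3 SD, cut at about 0.9% in these data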;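 also: 0% = DMSO-only wells and 100% = 3 µM delta7-dafachronic acid wells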
hcDAF12 agonist – activates DAF-12 receptor from parasite H. contortus; AID 652067; 370,000 compounds, 1.4% hits; HEK293 hcDAF-12 lit1-tk-luc reporter, luminescence; 0% DMSO, 100% Δ7-dafachronic acid; activation, % at 6.8 µM;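 active = activation above the mean of all tested compounds plus 3 SD, cut at about 5.5% in these data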;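 also: 100% = response to 3 µM Δ7-dafachronic acid high control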
MBD2 DNA inh – blocks human MBD2 binding to methylated DNA; inhibition, % at 4.4 µM; 370,000 compounds, 0.31% hits; TR-FRET, MBD2 binding to methylated oligonucleotide; AID 686964; in the data active = inhibition above about 13%
Target sequence (Q9UBB5 whole entry, looked up): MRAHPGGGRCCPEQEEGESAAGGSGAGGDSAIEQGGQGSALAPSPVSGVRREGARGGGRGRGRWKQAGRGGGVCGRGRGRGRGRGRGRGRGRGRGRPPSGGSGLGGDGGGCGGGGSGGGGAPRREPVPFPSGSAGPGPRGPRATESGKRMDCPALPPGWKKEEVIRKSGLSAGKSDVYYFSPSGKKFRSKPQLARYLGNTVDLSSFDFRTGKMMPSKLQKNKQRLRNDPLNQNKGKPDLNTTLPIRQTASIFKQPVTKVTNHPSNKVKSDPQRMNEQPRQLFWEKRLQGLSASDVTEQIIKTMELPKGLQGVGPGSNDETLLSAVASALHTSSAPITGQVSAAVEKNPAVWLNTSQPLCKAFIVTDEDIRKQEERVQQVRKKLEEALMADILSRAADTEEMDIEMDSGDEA
PLCg1 inh – blocks human PLC-gamma1 enzyme activity. purified PLC-gamma1, fluorogenic substrate, fluorescence. inhibition, % at 12.2 µM. 370,000 compounds, 0.84% hits; in the data active = inhibition above about 9.5%
DAX1 inh-1 – inhibitors of DAX1 repression of SF-1 activated StAR promoter. HEK293T StAR-luciferase reporter, SF-1/DAX-1 repression relief. inhibition, % at 6.8 µM. 370,000 compounds, 1.1% hits. AID 652010;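 active = inhibition above the mean over all tested compounds plus 3 SD, cut at about 3.6% in these data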;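 also: 0% = DAX-1 cells with DMSO and 100% = cells lacking DAX-1 with DMSO; higher inhibition means more luminescence from relief of DAX-1 repression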
SMARCA2 activ – increases SMARCA2 function in MMTV reporter cells. activation, % at 9.1 µM. 370,000 compounds, 1% hits. MG213 cells, MMTV-luciferase reporter, dexamethasone, overnight; in the data active = activation above about 7.8%;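 also: 0% = vehicle wells and 100% = reference activator wells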
DAX1 inh-2 – NR0B1 (DAX1) inhibition | P51843 | HEK293 Gal4-DAX1 luciferase reporter, luminescence | inhibition, % at 6.75 µM | 340,000 compounds, 0.99% hits | AID 504766;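 active = inhibition above the mean over all tested compounds plus 3 SD, cut at about 4.2% in these data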;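 also: 0% = DAX1-transfected cells with DMSO and 100% = empty-vector control cells with DMSO; inhibition shows as a rise in luminescence from relieved DAX1 repression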
Starred values were filed as active, the others as inactive; . = no result given; & = joins results of further samples.

nr	Structure	hgDAF-12 ag	Rev-erbA mod	ADAM17 inh	PLCb3 inh	ssDAF12 agonist	hcDAF12 agonist
1	COc1ccccc1N(Cc1ccccc1)S(=O)(=O)c1cccc(C(=O)Nc2ccc(C)cn2)c1	-5.1	-1	5	2	-2.0	-3.0
2	COCCN(CC(=O)Nc1ccccc1C)S(=O)(=O)c1ccc(S(=O)(=O)N2CCCC2)cc1	1.7	-1	3	4	-1.2	-0.6
3	COc1ccc(-c2nnc3sc(C(C)N4C(=O)c5ccccc5C4=O)nn23)cc1 (centres undefined)	3.0	-2	0	2	-0.5	-0.8
4	O=C(O)CSCC(=O)N1CCCN(c2ccc(C(F)(F)F)cn2)CC1	0.6	0	-13	-9	-1.0	-1.6
5	Nc1nc2ncc(CNc3ccc(C(=O)N[C@@H](CCC(=O)O)C(=O)O)cc3)nc2c(=O)[nH]1	2.5	-2&2	-155	-149	-1.7	0.8
6	O=C(NCc1ccccc1)c1cnc2n(c1=O)CCS2	-1.6	1	3	2	-1.2	-1.1
7	Cc1oc(-c2ccccc2Cl)nc1CS(=O)CC(=O)NCc1cccs1 (centres undefined)	0.1	-1	0	2	-1.2	-2.7
8	CCn1nc(C)c(NC(=O)c2ccc(Cl)cc2)c1C	0.3	0	4	4	0.0	-0.5
9	CCC1(CC)Cc2ccccc2C(N)=C1C#N	0.2	13	-1	-5	-1.3	-1.6
10	O=C(O)c1ccc2c(=O)n3c(nc2c1)/C(=C/c1ccccc1C(F)(F)F)CCCC3	1.1	-2	0	1	-1.4	-1.0
11	CCCCn1c(SCC(=O)N2CCCC2)nc2cc(S(N)(=O)=O)ccc21	3.0	-2	-4	-1	-0.9	0.9
12	O=C(CSc1nnc(-c2c[nH]c3ccccc23)o1)c1ccc(-c2ccccc2)cc1	2.8	3	-4	-1	-1.5	-3.1

nr	MBD2 DNA inh	PLCg1 inh	DAX1 inh-1	SMARCA2 activ	DAX1 inh-2
1	4	1	-4.5	-2	-2.2
2	0	5	-0.7	-5	0.3
3	4	2	0.1	-1	-0.5
4	5	-5	-0.8	0	1.2
5	2	-123	0.9	1	5.2*
6	-2	8	0.0	3	0.3
7	-3	-1	-0.5	-1	-0.8
8	13	8	0.4	-4	0.7
9	-4	-3	0.5	-1	-1.2
10	-3	0	0.7	1	-0.7
11	2	-3	0.1	-3	2.0
12	1	2	0.7	0	-1.1

Continued:
nr	Structure	hgDAF-12 ag	Rev-erbA mod	ADAM17 inh	PLCb3 inh	ssDAF12 agonist	hcDAF12 agonist
13	COC(=O)CN1C(=S)N(c2ccc(Cl)cc2)C(=O)C1CC(=O)Nc1ccc(F)cc1 (centres undefined)	-0.2	4	6	8	-1.1	-0.1
14	CN(C)S(=O)(=O)c1cc(NC(=O)CNCc2ccccc2)ccc1Cl	4.4	4	-2	-2	-0.5	0.1
15	O=C1c2ccccc2C(=O)N1CCN1CCCCC1	0.4	3	-6	-2	-0.2	-0.3
16	COc1ccc([C@H]2CC(=O)C=C(c3ccc(OC)nc3)C2)cc1	-0.7	-7	-3	0	-0.7	-0.3
17	CCc1ccc(OCC(=O)N/N=C(\C)c2ccc(OC(F)F)cc2)cc1	-2.0	-1	1	4	-1.6	0.6
18	CC(=O)c1ccc(S(=O)(=O)N2CCN(c3nn(C)c(=O)n(C)c3=O)CC2)cc1	0.9	-2	-3	-7	-1.1	-0.9
19	CN(C)Cc1csc(NC(=O)Nc2ccccc2-c2ccccc2)n1	-1.2	-1	-6	-2	-1.0	0.1
20	CN(Cc1ccccc1)C(=O)c1ccc2nc([C@@H]3O[C@H](CO)[C@H](O)[C@H](O)[C@H]3O)[nH]c2c1	1.1	-5	1	3	-1.1	0.9
21	CCc1nnc(NC(=O)CSc2nc3cccnc3n2Cc2ccccc2)s1	-1.8	2	2	1	-0.7	-1.6
22	Cc1cc(=O)cc(C)[nH]1	0.1	-7	-7	0	-2.2	-2.2
23	CCNC(=S)NS(=O)(=O)c1ccccc1	0.4	1	-3	1	-1.1	-0.5
24	O=C(c1ccc(S(=O)(=O)NCc2ccco2)cc1)N1CCCC(C(F)(F)F)C1 (centres undefined)	-0.4	-1	-1	-4	-1.3	-1.0

nr	MBD2 DNA inh	PLCg1 inh	DAX1 inh-1	SMARCA2 activ	DAX1 inh-2
13	-4	7	-0.7	0	-1.1
14	-2	3	0.0	-2	0.2
15	3	1	-0.6	0	0.2
16	5	0	-0.9	0	-0.3
17	3	2	-0.1	3	0.1
18	-1	-1	-1.0	-1	-0.2
19	1	3	0.3	-6	.
20	-9	8	1.6	-6	.
21	-3	5	-0.5	-1	-0.1
22	4	-3	0.0	-2	-0.6
23	2	1	-0.2	1	-0.4
24	1	-1	0.1	1	0.0

Arranged by number of heavy atoms (high to low): part of the list above.
nr	Structure	hgDAF-12 ag	Rev-erbA mod	ADAM17 inh	PLCb3 inh	ssDAF12 agonist	hcDAF12 agonist
21	CCc1nnc(NC(=O)CSc2nc3cccnc3n2Cc2ccccc2)s1	-1.8	2	2	1	-0.7	-1.6
17	CCc1ccc(OCC(=O)N/N=C(\C)c2ccc(OC(F)F)cc2)cc1	-2.0	-1	1	4	-1.6	0.6
14	CN(C)S(=O)(=O)c1cc(NC(=O)CNCc2ccccc2)ccc1Cl	4.4	4	-2	-2	-0.5	0.1
16	COc1ccc([C@H]2CC(=O)C=C(c3ccc(OC)nc3)C2)cc1	-0.7	-7	-3	0	-0.7	-0.3
15	O=C1c2ccccc2C(=O)N1CCN1CCCCC1	0.4	3	-6	-2	-0.2	-0.3
23	CCNC(=S)NS(=O)(=O)c1ccccc1	0.4	1	-3	1	-1.1	-0.5
22	Cc1cc(=O)cc(C)[nH]1	0.1	-7	-7	0	-2.2	-2.2

nr	MBD2 DNA inh	PLCg1 inh	DAX1 inh-1	SMARCA2 activ	DAX1 inh-2
21	-3	5	-0.5	-1	-0.1
17	3	2	-0.1	3	0.1
14	-2	3	0.0	-2	0.2
16	5	0	-0.9	0	-0.3
15	3	1	-0.6	0	0.2
23	2	1	-0.2	1	-0.4
22	4	-3	0.0	-2	-0.6

Next records.
nr	Structure	hgDAF-12 ag	Rev-erbA mod	ADAM17 inh	PLCb3 inh	ssDAF12 agonist	hcDAF12 agonist
25	O=C(c1ncn(Cc2ccccc2)c1C(=O)N1CCN(c2ccccc2)CC1)N1CCN(c2ccccc2)CC1	2.1	-3	-5	-2	-1.6	-1.1
26	CC(C)c1ccccc1NC(=O)Cn1c(-c2ccccc2Cl)nc2ccccc21	0.9	4	-3	-1	-0.7	4.2
27	CN(C)c1ccc(NC(=O)CCCc2ccccc2)cc1	12*	8	1	-2	-0.3	4.8
28	O=C(CN(Cc1ccccc1)C(=O)CCl)c1cccc(Br)c1	-1.4	1	-2	-1	-0.9	-0.9
29	CC(C)C[C@H](NC(=O)c1nc[nH]c1C(=O)N(C)Cc1ccccc1)C(=O)OCc1ccccc1	0.1	1	8	4	-0.8	-3.0
30	N#CCC(=O)Nc1ccc(C(=O)OC(C(=O)Nc2ccc([N+](=O)[O-])cc2Br)c2ccccc2)cc1 (centres undefined)	1.7	6	4	-3	-1.6	-1.5
31	CN(CC(=O)O/N=C(\N)c1ccccn1)S(=O)(=O)c1ccc(Br)cc1	-2.6	1	-5	0	-0.7	-1.7
32	COC(=O)Nc1ccc(S(=O)(=O)N2CCCC(C(=O)NCC3CCCO3)C2)cc1 (centres undefined)	4.4	0	-3	-3	-0.8	-0.7
33	O=C(O)c1ccc(NC(=O)c2ccc3c(c2)C(=O)N(CC2CCCO2)C3=O)cc1 (centres undefined)	-1.5	6	-3	-7	-1.0	-0.4
34	COc1ccccc1NS(=O)(=O)c1ccc2oc(N)nc2c1	0.0	-4	1	-3	-1.0	-2.2
35	COC(=O)Cn1c(=NC(=O)C2COc3ccccc3O2)sc2cc(S(N)(=O)=O)ccc21 (centres undefined)	-1.2	0	3	0	-1.4	-2.9
36	CN(CC(=O)Nc1ccc2c(c1)OCO2)S(=O)(=O)c1ccc(F)cc1	-0.8	4	-4	-6	-1.2	-1.2

nr	MBD2 DNA inh	PLCg1 inh	DAX1 inh-1	SMARCA2 activ	DAX1 inh-2
25	0	-2	1.1	1	0.3
26	-6	2	-0.2	0	0.8
27	0	-1	3.0	0	1.5
28	0	1	-1.8	-7	0.1
29	1	7	0.2	0	0.4
30	-7	1	-0.4	0	0.9
31	0	0	0.0	0	0.5
32	1	-3	-0.9	-3	0.1
33	-1	2	-0.1	-3	-0.4
34	2	0	0.5	11*	0.7
35	5	-2	0.1	4	-0.5
36	-3	0	-0.1	-2	1.1

(listing goes on)
nr	Structure	hgDAF-12 ag	Rev-erbA mod	ADAM17 inh	PLCb3 inh	ssDAF12 agonist	hcDAF12 agonist
37	CCCCOCC1CN(CCCC)S(=O)(=O)c2c(cccc2N(C)S(=O)(=O)c2ccc(C)cc2)O1 (centres undefined)	5.0	3	6	3	-1.7	-1.4
38	CC(=O)Nc1ccc(N2CCN(C(=O)c3cccs3)CC2)cc1	2.5	0	-5	0	-1.7	-1.4
39	C/C(=N\NC(=O)c1c(Cl)c(C)nn1C)c1cccc(NC(=O)COc2ccccc2)c1	4.6	-1	2	0	-0.5	2.3
40	Nc1ncnc2c1ncn2[C@@H]1O[C@H](C(=O)N[C@H]2c3ccccc3C[C@H]2O)[C@@H](O)[C@H]1O	1.8	-1	2	2	-1.5	-0.4
41	CCCOc1ccc(C(O)CCNC(CC(=O)O)c2ccccc2)cc1 (centres undefined)	1.8	1	-2	2	-1.1	-2.5
42	COC(=O)c1cccc(NC(=O)CCc2cc(OC)c(OC)c(OC)c2)c1	-2.8	-3	0	0	-1.3	0.1
43	C[C@H]1[C@@H](NC(=O)c2ccc(Cl)cc2)CC[C@@]23CCCN2C(=O)CCC[C@@H]13	3.0	2	-4	-1	-1.5	-1.9
44	CCN(CC(=O)Nc1ccc2c(c1)OCCO2)Cc1cc(=O)oc2c(C)c(C)ccc12	-1.2	-4	2	-5	-0.1	0.9
45	CCOC(=O)c1nc(Nc2ccccc2)c2ccccc2n1	-1.1	3	0	-13	-1.7	-3.3
46	Cc1[nH]n(-c2ccccc2)c(=O)c1C=NCc1ccncc1	0.3	0	0	-4	-0.6	-1.2
47	CCOC(=O)c1ccc(NC(=O)C(=O)NCC2(c3ccc(OC)cc3)CCOCC2)cc1	0.4	3	0	-5	-0.6	-1.1

nr	MBD2 DNA inh	PLCg1 inh	DAX1 inh-1	SMARCA2 activ	DAX1 inh-2
37	2	3	-1.8	-1	.
38	1	1	-0.3	-1	-1.1
39	-3	1	1.1	3	0.6
40	-6	-2	-0.2	-3	.
41	3	1	0.1	1	-1.4
42	1	2	-0.2	2	-0.4
43	-2	-2	.	.	.
44	-2	-2	0.6	2	-0.4
45	-1	-8	-1.1	-1	0.9
46	-7	0	-0.3	-4	1.3
47	2	2	-0.7	3	-0.9
